Peg3 prom inh: reduces Peg3 promoter-driven luciferase expression in HeLa; HeLa PEG-Prom luciferase reporter, luminescence, overnight; inhibition, % at 20 µM; hit rate 1.7% among 360,000; AID 588405;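 active means inhibition of at least 50% at 20 µM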
CF NFkB block: blocks PAF-induced NF-kB reporter in cystic fibrosis cells; KKLEB NF-kB-GFP reporter, GFP fluorescence overnight; inhibition, % at 5 µM; hit rate 0.86% among 360,000; AID 588850;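 active means at least 50% inhibition at 5 µM, scaled per plate between neutral and stimulator controls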;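 further: PAF is a Pseudomonas aeruginosa culture filtrate used as stimulus; plate controls were PAF-stimulated DMSO wells for no effect and unstimulated DMSO wells for full effect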
hiPSC survival: hiPSC single-cell survival enhancement; ATPlite luminescence; 100% = ROCK inhibitor wells, 0% = DMSO; hit rate 0.044% among 360,000; survival enhancement, % at 20 µM; in the data active means survival enhancement above about 18%;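 further: cells exposed to compounds for 16 hours before the ATP read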
TRAIL sens C8: caspase-8 TRAIL sensitization; NB7+C8 cells + TRAIL, ATPlite viability luminescence; inhibition (viability loss, TRAIL sensitization), % at 10 µM; hit rate 1% among 360,000;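 active means compounds causing at least 50% loss of cell viability in the single-dose screen, relative to plate controls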
NR2E3 ag-1: activates human photoreceptor nuclear receptor NR2E3; Q9Y5X4; GST-NR2E3/biotin-RetCOR TR-FRET, 1536-well; inhibition of corepressor binding, % at 4.78 µM; hit rate 0.12% among 320,000; AID 2300;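 active means percent inhibition above the cutoff of mean plus 3 SD of all tested compounds, set per screening campaign, cut at about 20% in these data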;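 further: 0% = DMSO wells and 100% = biotin wells as full block of FRET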
Target sequence (Q9Y5X4 whole entry, looked up): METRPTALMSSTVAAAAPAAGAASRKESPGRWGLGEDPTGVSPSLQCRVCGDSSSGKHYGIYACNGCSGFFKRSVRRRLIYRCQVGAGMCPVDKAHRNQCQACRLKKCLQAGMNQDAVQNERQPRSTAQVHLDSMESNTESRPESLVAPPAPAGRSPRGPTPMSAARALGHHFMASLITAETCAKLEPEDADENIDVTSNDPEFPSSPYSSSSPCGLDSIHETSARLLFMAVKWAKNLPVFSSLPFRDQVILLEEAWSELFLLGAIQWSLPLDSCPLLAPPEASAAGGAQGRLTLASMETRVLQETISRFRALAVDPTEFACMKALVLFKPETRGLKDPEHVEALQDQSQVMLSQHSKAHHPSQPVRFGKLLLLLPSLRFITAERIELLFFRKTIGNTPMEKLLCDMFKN
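Test system – NR2E3–RetCOR corepressor complex · Quantity – NR2E3 fusion 1.35 nM · Buffer or medium – Tris pH 7.5 · Incubation – Compound–protein incubation for 5 h at 4 °C · Technique – TR-FRET, Eu(K)-anti-GST donor, streptavidin-D2 acceptor, ex 340, em 617/671 nm · Evaluation – percent inhibition of 671/617 nm emission ratio versus biotin and DMSO controls · Plate – 1536-well format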
Shn3 inh set2: reduces Shn3 3'UTR luciferase signal in osteoblasts. Clone20 osteoblast Shn3 3'UTR firefly luciferase, 24 h. inhibition, % at 12.5 µM. hit rate 0.52% among 360,000;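 active means mean inhibition of at least 75% with every replicate also reaching 75%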;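 further: 0% = median of neutral control wells and 100% = pilot-screen positive control compound; some compounds past the cut are filed as inactive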
HIF-2a block: blocks HIF-2a reporter activity; 786-0 RCC cells HIF-2a reporter, luciferase luminescence, overnight; inhibition, % at 18.8 µM; hit rate 0.72% among 360,000; AID 624352;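 active means inhibition of the luminescence signal of 40% or more relative to plate controls, in a single-dose primary screen at 18.75 µM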
MITF TRPM1 inh: inhibitors of MITF-driven TRPM1 promoter in melanoma cells; SK-MEL-5 TRPM1 promoter luciferase, 24 h; inhibition, % at 12.5 µM; hit rate 0.83% among 330,000; AID 488899;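 active means mean inhibition across replicates of 60% or more, whatever share of single replicates reaches that level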; further: values of inactives mirror those of a sister screen read the other way
NR2E3 ag-2: activates human NR2E3 receptor | hit rate 0.35% among 360,000 | AID 602229 | CHO-S Gal4-NCOR/VP16-NR2E3 two-hybrid, luciferase | inhibition of corepressor binding, % at 3.98 µM;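 active means inhibition above the mean of all tested compounds plus 3 SD, cut at about 70% in these data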;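 further: 0% = DMSO with NR2E3 transfected cells and 100% = cells lacking NR2E3 construct; higher means lower luciferase signal from less NR2E3 corepressor binding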
LMP1 NFkB inh: reduces LMP1-driven NF-kappaB luciferase signal. LMP1-induced NF-kappaB luciferase reporter cells, luminescence. inhibition, % at 12.5 µM. hit rate 0.69% among 350,000; in the data active means inhibition above about 41%;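 further: 0% = neutral control wells and 100% = reference inhibitor control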
KKLEB tox: reduces viability of KKLEB cystic fibrosis airway cells; KKLEB CF airway cells viability, ATPlite luminescence, overnight; stronger effect = lower value; cells stimulated with P. aeruginosa culture filtrate; activity change (cytotoxicity), % at 5 µM; hit rate 0.36% among 360,000; AID 602141;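 active means corrected activity change at or below -50% at 5 µM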
* = called active by the depositor; · = no result given.

SMILES	Peg3 prom inh	CF NFkB block	hiPSC survival	TRAIL sens C8	NR2E3 ag-1	Shn3 inh set2	HIF-2a block	MITF TRPM1 inh	NR2E3 ag-2	LMP1 NFkB inh	KKLEB tox
O=C(OCc1ccccc1)Oc1cncc(C(=O)O)c1	-116	2	7.5	-3	2	2	3	-5	9	4	-2
CC1O[C@@H](O[C@H](C)CC/C=C/C(=O)O)C(O)C[C@H]1O (stereo partly specified)	22	-48	-1.0	-9	2	-15	0	-12	13	0	4
COc1ccc(N2CCN(CCCNC(=O)C3CCN(S(=O)(=O)N4CCOCC4)CC3)CC2)cc1	-5	11	-1.2	3	1	12	1	-2	-7	10	-14
Nc1nonc1/C(=N/O)N1CCN(CCO)CC1	3	0	-1.5	-1	2	-5	4	-1	-11	-1	4
CCc1nc2sccc2c(=O)n1N	-2	26	-0.4	-8	3	4	-9	18	14	-3	2
COc1ccc(S(=O)(=O)N2CCOCC2)cc1C(=O)N(C)Cc1ccco1	-1	18	-0.4	-12	·	-48	10	5	23	-2	-5
CSc1nsc(SCCN2C(=O)c3ccccc3C2=O)n1	-10	-2	2.9	-1	5	-4	-14	-10	-61	8	3
COc1cccc(NC(=O)c2sc(Cl)nc2C)c1	-32	-20	0.5	8	3	1	-27	-10	-2	23	7
O=C(CCCCC(=O)NC1CCCC1)NC1CCCC1	-3	0	0.0	25	2	-9	16	-8	-11	-2	4
O=C(Nc1ccc(Cl)cc1)N1CCN(c2ccccc2)CC1	-30	0	2.0	4	-2	5	-66	-24	1	2	5
CCCN1CCCC[C@H]1C(=O)Nc1c(C)cccc1C	-8	1	0.6	3	1	-4	11	-1	7	-5	1
CCC(Sc1nc(N)c(NC(=O)c2ccc(OC)c(OC)c2)c(=O)[nH]1)C(=O)OC (stereo unspecified)	-13	-8	-2.6	9	-1	1	6	·	-25	0	12
O=C1CN(C(=O)/C=C/c2ccc(Cl)cc2)c2ccccc2N1	-13	-7	2.3	5	0	-6	-34	-17	8	7	-14
O=C(CNS(=O)(=O)c1c(F)cccc1F)NC1CCCc2ccccc21 (stereo unspecified)	6	8	2.4	-14	·	-15	8	16	-23	-4	6
CC(Oc1ccc(Br)cc1)C(=O)NCC(c1cccs1)N1CCOCC1 (stereo unspecified)	8	-24	-0.4	4	0	0	10	3	-2	0	15
CN1C(=O)c2cccc3c(N)ccc(c23)C1=O	11	-72	0.6	-6	-8	-14	18	-6	-11	16	9
O=S(=O)(c1ccccc1)N1CCC(n2cnc3ccccc32)CC1	13	12	1.3	11	3	6	19	1	-36	0	-1
FC(F)(F)c1ccccc1-c1ccc2nncn2c1	-1	-4	0.3	6	·	8	7	·	1	·	7
O=[N+]([O-])c1ccc(C(O)CN=Cc2ccc(O)cc2O)cc1 (stereo unspecified)	9	13	0.8	-8	-4	-22	8	5	-11	3	-2
CC(=O)Nc1ccc(S(=O)(=O)Nc2nc(-c3ccc(C(C)(C)C)cc3)cs2)cc1	-19	-14	1.3	-3	1	-21	-29	1	16	-3	-19
CCC1CCCCN1C(=O)Nc1cc(Cl)ccc1OC (stereo unspecified)	14	21	0.1	-1	2	12	5	-10	4	-2	-4
O=C(c1ccc(F)cc1)n1c(=S)nc2ccccn21	-101	-12	-0.8	83*	-3	-41	-152	-2	-127	16	-22
CN1C(=O)N(S(=O)(=O)c2ccc(F)c(F)c2F)C(=O)C1(C)C	4	0	-1.7	5	-4	2	1	5	-5	10	-6
O=C(NCc1cccc(Cl)c1)c1ccc(N2CC3CC(C2)c2cccc(=O)n2C3)c(NC(=O)c2cccnc2)c1 (stereo unspecified)	4	0	-0.5	0	0	4	15	-5	-14	3	7
CCCCC(c1nnnn1Cc1ccco1)N1CCN(c2nc3ccccc3s2)CC1 (stereo unspecified)	23	12	-1.5	9	0	32	18	2	-27	8	2
FC(F)(F)c1ccc(CSc2ccccn2)cc1	-1	-15	-0.4	3	1	-9	8	-21	10	3	5
Cc1onc(C(N)=O)c1C(=O)Nc1ncc(C(F)(F)F)cc1Cl	-14	-25	-1.2	1	1	-16	9	-7	-21	-6	10
COc1cccc(NC(=O)C2CCCC2)c1	-18	6	-4.5	-16	-1	2	-12	-16	9	-10	3
CN(CC(=O)NC1CCCCCCC1)S(=O)(=O)c1cnc[nH]1	10	1	-0.7	-5	1	6	11	-14	15	-7	6
COc1ccc(C(=O)Nc2nc3ccccc3[nH]2)cc1S(=O)(=O)N1CCCC1	-56	4	2.8	-11	0	-12	-87	-11	-27	-10	4
O=c1[nH]nnc2c1ncn2C1OC(CO)C(O)C1O (stereo unspecified)	20	8	-0.4	37	·	54	-15	·	68	·	-17
Cc1ccc(C(C(=O)NC2CCCC2)N(C(=O)c2csnn2)C2CC2)cc1 (stereo unspecified)	13	2	-0.6	-15	4	-8	-2	-3	-3	-10	10
Cc1ccccc1N1CC(=O)Nc2c(oc3nc(-c4ccccc4)cc(C)c23)C1=O	-1	16	-0.5	17	1	-4	21	7	-29	-4	-1
CCN1CCN(S(=O)(=O)c2ccc(Cl)c(C(=O)Nc3ccccc3N3CCOCC3)c2)CC1	10	-25	-0.2	10	-1	-8	18	-5	6	0	3
NS(=O)(=O)c1ccc(NC(=S)NCc2ccc(F)cc2)cc1	14	-7	-2.4	-3	-2	8	14	-2	-11	-6	-4
Cc1ccc(N(C(=O)c2ccc(S(=O)(=O)N3CCCC3)cc2)C2C=CS(=O)(=O)C2)cc1 (stereo unspecified)	12	1	-0.3	6	2	-11	4	-3	-15	-6	9
Cc1ccc(OCC(=O)N(C)CC(=O)Nc2ccc(F)cc2)c([N+](=O)[O-])n1	13	-3	-0.8	-1	2	-3	17	2	12	12	7
CNC(=O)c1cc(-c2ccc(Cl)cc2)n(-c2ccccc2)n1	27	-10	-0.4	16	1	-4	0	7	7	2	4
CCCc1c2c(cc3c(=O)cc(C(=O)OCC)oc13)CCCC2	3	18	0.1	22	-2	-5	11	16	-13	3	-9
CN(C)S(=O)(=O)n1cc(/C=C(\NC(=O)c2ccccc2Cl)C(=O)N2CCOCC2)c2ccccc21	11	10	0.4	-2	0	-4	1	-3	1	0	0
Cc1ccc(S(=O)(=O)/N=C2/NC(=O)/C(=C/c3cccnc3)S2)cc1	11	20	4.3	6	1	-6	11	-4	-11	-9	-11
Cc1ccccc1OCC(=O)Nc1ccc(NC(=O)c2ccco2)cc1	0	-22	0.8	-7	0	6	-7	-2	-23	-1	15
Cc1cc(=O)[nH]c(CN2CCOCC2)n1	4	-9	0.1	-7	-1	4	12	16	12	-1	0
COc1cc(S(=O)(=O)N2CCn3cccc3C2C)ccc1NC(C)=O (stereo unspecified)	-6	6	2.0	-20	·	2	4	2	-10	-9	5
CN(C)CCCN(C(=O)c1ccco1)c1nc2ccc(Br)cc2s1	51*	-9	-0.6	19	1	-12	-64	-27	-29	-8	-14
CC1CCCC(NC(=O)NC(=O)COC(=O)C2=NN(c3ccccc3)C(=O)CC2)C1C (stereo unspecified)	-8	2	-1.7	12	1	1	9	-8	-19	0	3
C=CCNC(=O)C1CCN(c2c([N+](=O)[O-])cc(C(F)(F)F)cc2[N+](=O)[O-])CC1	7	14	2.3	-4	0	12	19	0	-28	11	-1
COc1ccc(OC(=O)C(C)N2C(=O)c3ccccc3C2=O)cc1 (stereo unspecified)	5	15	-0.7	-14	1	-10	17	-7	8	8	1

With a hit mark in Peg3 prom inh, of those listed so far:
| SMILES | Peg3 prom inh | CF NFkB block | NR2E3 ag-1 | Shn3 inh set2 | HIF-2a block | MITF TRPM1 inh | NR2E3 ag-2 | LMP1 NFkB inh |
| --- | --- | --- | --- | --- | --- | --- | --- | --- |
| CN(C)CCCN(C(=O)c1ccco1)c1nc2ccc(Br)cc2s1 | 51* | -9 | 1 | -12 | -64 | -27 | -29 | -8 |

Rewritten as a markdown table: entries from further up
| SMILES | Peg3 prom inh | CF NFkB block | hiPSC survival | TRAIL sens C8 | NR2E3 ag-1 | Shn3 inh set2 | HIF-2a block | MITF TRPM1 inh | NR2E3 ag-2 | LMP1 NFkB inh | KKLEB tox |
| --- | --- | --- | --- | --- | --- | --- | --- | --- | --- | --- | --- |
| CCCCC(c1nnnn1Cc1ccco1)N1CCN(c2nc3ccccc3s2)CC1 (stereo unspecified) | 23 | 12 | -1.5 | 9 | 0 | 32 | 18 | 2 | -27 | 8 | 2 |
| FC(F)(F)c1ccc(CSc2ccccn2)cc1 | -1 | -15 | -0.4 | 3 | 1 | -9 | 8 | -21 | 10 | 3 | 5 |
| Cc1onc(C(N)=O)c1C(=O)Nc1ncc(C(F)(F)F)cc1Cl | -14 | -25 | -1.2 | 1 | 1 | -16 | 9 | -7 | -21 | -6 | 10 |
| COc1cccc(NC(=O)C2CCCC2)c1 | -18 | 6 | -4.5 | -16 | -1 | 2 | -12 | -16 | 9 | -10 | 3 |
| CN(CC(=O)NC1CCCCCCC1)S(=O)(=O)c1cnc[nH]1 | 10 | 1 | -0.7 | -5 | 1 | 6 | 11 | -14 | 15 | -7 | 6 |

Next compounds
SMILES	Peg3 prom inh	CF NFkB block	hiPSC survival	TRAIL sens C8	NR2E3 ag-1	Shn3 inh set2	HIF-2a block	MITF TRPM1 inh	NR2E3 ag-2	LMP1 NFkB inh	KKLEB tox
Cc1ccc(F)cc1NS(=O)(=O)c1ccc(Cl)s1	18	16	0.6	9	2	7	13	2	26	2	-5
CCCS(=O)(=O)NC(=O)C1(C)CCN(C(=O)c2ccc(C(F)(F)F)cc2)C1 (stereo unspecified)	0	4	2.6	-12	·	-2	-6	·	31	·	1
CCCCn1c(N)c(N(CC(C)C)C(=O)COC(=O)c2ccccc2NCCO)c(=O)[nH]c1=O	10	-36	-0.4	14	4	-1	-2	16	-3	-12	1
N#C/C(=C\c1cccc([N+](=O)[O-])c1)c1ccccn1	-34	14	3.2	-4	2	-17	-107	-13	-17	-1	3
CCC1SC(CC)C(=O)N(CC(=O)NCCc2ccccc2)C1=O (stereo unspecified)	12	5	0.1	-3	-4	-10	12	-4	-3	-15	-2
COc1cc(C2N(c3ccccc3)CCN2c2ccccc2)cc(OC)c1OC	-46	6	-0.4	-6	2	-20	-82	-7	-19	6	-4
COc1ccc(NC(C)=O)cc1NC(=O)C1CCN(C(=O)Nc2ccccc2)CC1	7	2	2.1	10	2	-13	0	2	-3	4	-8
O=C(C(=O)N1CCN(c2ccccc2F)CC1)c1cn(CC(=O)N2CCCC2)c2ccccc12	9	-21	-2.5	-8	·	2	14	·	5	-5	4
O=C(NCc1ccccn1)c1c(Cl)cccc1Cl	-8	10	1.3	-12	-1	-4	10	10	1	-5	-7
Cc1ccc2nc(C)c(C(=O)N/N=C/c3ccco3)cc2c1	0	4	0.1	9	2	-18	3	12	10	0	-4
CC(=O)NC12CC3CC(C1)CC(C(=O)OCC(=O)Nc1c(F)cccc1F)(C3)C2	6	4	-0.3	-10	0	-1	1	-3	26	1	-3
CC(=O)Nc1c(F)c(F)c(F)c(F)c1F	0	-5	1.4	-11	0	2	3	-4	14	-6	7
COC(=O)C1=C(C)NC2=C(C(=O)c3ccccc32)C1c1cccc(OC)c1 (stereo unspecified)	12	-9	-0.1	1	2	18	23	8	-18	10	15
CCN1CCN(C(=O)c2cc(-c3ccc(Cl)s3)nc3ccccc23)CC1	20	6	1.2	14	·	-41	-23	-39	3	-6	-12

The list is partial (hit frequency here may not be typical).
